Dynein cargo inh – blocks dynein driven cargo transport along microtubules | 3617.4 mouse cells, GR-EGFP nuclear translocation imaging; test concentration mostly 20 µM; stimulated with dexamethasone, 1 µM; hits give low values | z-score, hits read low | actives 0.47% (n = 220,000) | AID 1381;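 active means plate z-score of nuclear minus cytoplasmic receptor signal below a set negative limit, without overly bright fluorescence or cell loss, cut at about -3.5 in these data, passing the limit was not always enough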;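 further: z-score of nuclear minus cytoplasmic ring GR-EGFP intensity difference per well; some compounds called inactive have numbers as strong as hits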
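Buffer or medium: tet-free, stripped-serum medium; Also added: dexamethasone, 1.0 µM final; Technique: high-content fluorescence imaging after fixation; Times: 48 h induction, 1 h compound, 30 min dex at 37 °C; Read-out: per-cell GR-EGFP intensity, nucleus versus surrounding cytoplasmic ring, well-averaged.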
Yfh1-off respiration – mitochondrial function rescue without frataxin homolog – Friedreich's ataxia, plus single-dose screen, dose response (AID 1465); fold induction at 50 µM; hits with a dose series show EC50 in µM; actives 0.074% (n = 220,000); S. cerevisiae Yfh1-off respiration, WST-1 reduction, 72 h; higher fold induction means a stronger effect;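 active means fold induction of absorbance versus untreated yeast above a set limit, then at least 30% activation at any dose in follow-up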;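 further: activators that raise dye reduction in frataxin-depleted yeast; strong numbers were not always called active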
P. falciparum M1AAP – P. falciparum M1AAP inhibitors, biochemical, fluorogenic H-Leu-NHMec substrate, 1536-well (AID 1445); recombinant M1AAP, H-Leu-NHMec fluorogenic kinetic assay; higher % means a stronger effect; actives 0.42% (n = 220,000); one-dose inhibition, % at 30 µM; IC50 in µM for titrated hits;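 active means primary inhibition above the hit cutoff, then over 50% inhibition at one or more dose response concentrations, cut at about 23% in these data, passing the limit was not always enough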;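 further: plate controls were DMSO full reaction for no effect and no enzyme background for full effect; strong numbers were not always called active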
Autophagy HCS – alters autophagy in cells; MEF GFP-LC3 puncta imaging; test concentration mostly 10 µM; calls only at 10 µM (by protocol); actives 0.98% (n = 190,000); AID 463193;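 active means percentage of spot-positive cells more than 3 SD above its plate mean, without a fluorescence outlier flag or 80% toxicity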;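 further: spot-positive cell cutoff set from DMSO-treated cells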
T cell modulator – T cell immune modulation candidate. 2C CD8+ T cell-vesicle binding, flow cytometry; hits give low values. calls only at 7 µM. actives 0.068% (n = 330,000). AID 2052;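 active means response, share of CD8 T cells binding vesicles, and their 90th percentile fluorescence all below set limits, cut at about 80% in these data, passing the limit was not always enough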
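Material: 2C TCR transgenic mouse naive CD8+ T cells, MACS-purified. Also added: QL9-charged Drosophila Ld/ICAM-1/B7-1 vesicles. Timing: binding 1.5 h at 37 °C. Measured by: high-throughput flow cytometry with anti-B7-1 and anti-CD8 staining. Read-out: percent CD8+ FL2 mean versus row control. Controls: Unloaded micro-vesicles (low), QL9 vesicles with 0.7% DMSO (high).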
M17LAP inhibition – P. falciparum M17LAP inhibitors, primary screen, biochemical, fluorogenic H-Leu-NHMec substrate, 1536-well (AID 1619); recombinant M17LAP, H-Leu-NHMec fluorogenic kinetic assay; higher % means a stronger effect; inhibition, % at 30 µM, or IC50 in µM where a hit was titrated; actives 0.38% (n = 220,000);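 active means compound inhibiting the enzyme by more than half at any dose during confirmatory dose-response retesting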;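 further: plate controls were full reaction with DMSO carrier for no effect and no enzyme background for full effect; strong numbers were not always called active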
WT yeast gro inh – growth inhibition of WT yeast, mitochondrial fusion screen; mitochondrial fusion phenotypic screen, WT strain; inhibition, % at 10 µM; actives 2.1% (n = 190,000); in the data active means inhibition above about 58%; tested in S. cerevisiae
bCat nuc transl – alters nuclear translocation of beta-catenin in HeLa cells; immunofluorescence imaging; nuclear translocation activity, % at 5 µM; actives 0.3% (n = 190,000);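 active means nuclear translocation activity above 50% at 5 µM, with a well cell count of 50 or more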;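 further: per-cell ratio of nuclear to cytoplasmic median beta-catenin stain intensity; plate controls were DMSO negative control for no effect and GSK-3 inhibitor IX positive control for full effect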
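Test system: human HeLa cells, native beta-catenin. Compound dosing: 5 µM primary single dose, 0.1% DMSO, 0.02–20 µM confirmation series. Incubation: compound exposure 24 h at 37°C. Detection: beta-catenin immunostaining with DAPI counterstain, 20x imaging, 6 fields/well. Read-out basis: Nuclear/cytoplasmic beta-catenin signal ratio, % activation.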
MT stabilizer – microtubule stabilizers in HeLa cells. HeLa tubulin immunostaining HCS, 24 h; share of cells brighter than vehicle mean+2SD. % tubulin-high responders, % at 10 µM. actives 0.83% (n = 200,000). AID 2205;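 active means plate Z-score above 3 for both tubulin-high and condensed-nucleus cell shares, with cell loss under 80%, at 10 µM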;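 further: anti alpha tubulin signal scored within the nucleus-defined area of each cell; some results filed as inactive read as strong as hits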
WT yeast gro inh mutant strain – further read-out of WT yeast gro inh, marked with its call; inhibition, %; mitochondrial fusion phenotypic screen, mutant strain inhibition
Dynein cargo inh cytoplasmic EGFP – also measured in Dynein cargo inh; calls as there; z-score; measured here: cytoplasmic GR-EGFP intensity; hits give high values
Dynein cargo inh nuclear GR-EGFP – recorded beside Dynein cargo inh, whose call it bears; z-score; measured here: nuclear GR-EGFP intensity;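 lower value marks the stronger effect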
Dynein cargo inh cell count – recorded beside Dynein cargo inh, whose call it bears; z-score; measured here: cell count per field
bCat nuc transl cell count 5 µM – recorded beside bCat nuc transl, whose call it bears; cell count; measured here: cell count, cytotoxicity flag
T cell modulator vesicle-bound % – second read-out of T cell modulator, no call of its own (marks repeat the call); double positive events, %; measured here: CD8+ vesicle-bound cell fraction;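 binding gate set so that unloaded-vesicle control wells show 10% double positive cells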
MT stabilizer Hoechst-high % – recorded beside MT stabilizer, whose call it bears; % Hoechst-high responders; measured here: nuclear condensation Hoechst responders;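 share of cells brighter than vehicle mean plus two SD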
MT stabilizer cytotoxicity % – also measured in MT stabilizer; calls as there; toxicity, %; measured here: cytotoxicity by cell density;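 0% = mean cell density of plate MIN control wells and 100% = no cells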
Autophagy HCS cell loss 18 h – recorded beside Autophagy HCS, whose call it bears; toxicity, %; measured here: cell loss, nuclei count;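 cell loss after 18 h compound exposure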
An asterisk follows results filed as active. The order is random, and some 4.4% of all compounds hit somewhere here.

What do the screens show for `CC1=Nn2c(nnc2-c2ccccc2F)SC1`?
Dynein cargo inh: -0.43; Yfh1-off respiration: inactive; P. falciparum M1AAP: -1%; Autophagy HCS: inactive; T cell modulator: inactive; M17LAP inhibition: 16%; WT yeast gro inh: 0; bCat nuc transl: -2.5; MT stabilizer: 2.4; WT yeast gro inh mutant strain: -3; Dynein cargo inh cytoplasmic EGFP: -0.21; Dynein cargo inh nuclear GR-EGFP: -0.095; Dynein cargo inh cell count: -0.31; bCat nuc transl cell count 5 µM: 1217; T cell modulator vesicle-bound %: 60; MT stabilizer Hoechst-high %: 2.9; MT stabilizer cytotoxicity %: 13; Autophagy HCS cell loss 18 h: 9

Results for CCCCSc1nc(N)c(NC(=O)c2ccco2)c(=O)[nH]1 ?
Dynein cargo inh: 0.44; Yfh1-off respiration: inactive; P. falciparum M1AAP: 15%; Autophagy HCS: inactive; T cell modulator: inactive; M17LAP inhibition: 10%; WT yeast gro inh: 17; bCat nuc transl: 0.9; MT stabilizer: 2.7; WT yeast gro inh mutant strain: -2; Dynein cargo inh cytoplasmic EGFP: -0.23; Dynein cargo inh nuclear GR-EGFP: 0.41; Dynein cargo inh cell count: 0.22; bCat nuc transl cell count 5 µM: 959; T cell modulator vesicle-bound %: 38; MT stabilizer Hoechst-high %: 3.9; MT stabilizer cytotoxicity %: 6.2; Autophagy HCS cell loss 18 h: 6

What do the screens show for `CC(=O)c1sc(NC(=O)c2ccc(F)c(F)c2)nc1C`?
Dynein cargo inh: 0.27; Yfh1-off respiration: inactive; P. falciparum M1AAP: 1%; Autophagy HCS: inactive; T cell modulator: inactive; M17LAP inhibition: 1%; WT yeast gro inh: -2; bCat nuc transl: 1.2; MT stabilizer: 2.3; WT yeast gro inh mutant strain: 4; Dynein cargo inh cytoplasmic EGFP: -0.2; Dynein cargo inh nuclear GR-EGFP: 0.56; Dynein cargo inh cell count: 0.82; bCat nuc transl cell count 5 µM: 1153; T cell modulator vesicle-bound %: 14; MT stabilizer Hoechst-high %: 1.3; MT stabilizer cytotoxicity %: 5.5; Autophagy HCS cell loss 18 h: -2

Results for Cc1c(C(=O)O)sc2nc(SCC(=O)Nc3ccc(S(=O)(=O)NCCCC(=O)O)cc3)[nH]c(=O)c12 ?
Dynein cargo inh: -1; Yfh1-off respiration: inactive; P. falciparum M1AAP: 11%; Autophagy HCS: inactive; T cell modulator: inactive; M17LAP inhibition: 42%; WT yeast gro inh: -7; bCat nuc transl: -2.0; MT stabilizer: 4.9; WT yeast gro inh mutant strain: 10; Dynein cargo inh cytoplasmic EGFP: -0.22; Dynein cargo inh nuclear GR-EGFP: -0.44; Dynein cargo inh cell count: 0.45; bCat nuc transl cell count 5 µM: 1083; T cell modulator vesicle-bound %: 56; MT stabilizer Hoechst-high %: 1.4; MT stabilizer cytotoxicity %: 8.5; Autophagy HCS cell loss 18 h: -1

How did COC(=O)c1c(-c2ccc(Br)cc2)csc1NC(=O)Cc1ccc(OC)c(OC)c1 do in these assays?
Dynein cargo inh: -0.48; Yfh1-off respiration: inactive; P. falciparum M1AAP: 1%; Autophagy HCS: inactive; T cell modulator: inactive; M17LAP inhibition: 12%; WT yeast gro inh: 1; bCat nuc transl: 7.1; MT stabilizer: 3.5; WT yeast gro inh mutant strain: -5; Dynein cargo inh cytoplasmic EGFP: 1.5; Dynein cargo inh nuclear GR-EGFP: 0.0094; Dynein cargo inh cell count: 0.092; bCat nuc transl cell count 5 µM: 997; T cell modulator vesicle-bound %: 53; MT stabilizer Hoechst-high %: 2.1; MT stabilizer cytotoxicity %: 1.6; Autophagy HCS cell loss 18 h: 6

Results for CCN(CC)C(=O)Cc1ccccc1 ?
Dynein cargo inh: 0.95; Yfh1-off respiration: inactive; P. falciparum M1AAP: 2%; T cell modulator: inactive; M17LAP inhibition: 8%; bCat nuc transl: 0.5; Dynein cargo inh cytoplasmic EGFP: -0.6; Dynein cargo inh nuclear GR-EGFP: 1.2; Dynein cargo inh cell count: -1.7; bCat nuc transl cell count 5 µM: 1221; T cell modulator vesicle-bound %: 8

How did CN1CCN(C(=O)CC2C(=O)NCCN2Cc2ccc(-c3ccccc3)cc2)CC1 (stereo unspecified) do in these assays?
Dynein cargo inh: 0.039; Yfh1-off respiration: inactive; P. falciparum M1AAP: 0%; Autophagy HCS: inactive; T cell modulator: inactive; M17LAP inhibition: -4%; WT yeast gro inh: -3; bCat nuc transl: -0.6; MT stabilizer: 5.5; WT yeast gro inh mutant strain: 7; Dynein cargo inh cytoplasmic EGFP: -0.11; Dynein cargo inh nuclear GR-EGFP: 0.076; Dynein cargo inh cell count: 0.1; bCat nuc transl cell count 5 µM: 1168; T cell modulator vesicle-bound %: 33; MT stabilizer Hoechst-high %: 1.8; MT stabilizer cytotoxicity %: 4.1; Autophagy HCS cell loss 18 h: 21

How did C/C(Cl)=C\Cn1c(Nc2ccc(C)cc2)nc2c1c(=O)n(C)c(=O)n2C do in these assays?
Dynein cargo inh: 0.016; Yfh1-off respiration: inactive; P. falciparum M1AAP: 1%; Autophagy HCS: inactive; T cell modulator: inactive; M17LAP inhibition: 2%; WT yeast gro inh: 9; MT stabilizer: 4.0; WT yeast gro inh mutant strain: 13; Dynein cargo inh cytoplasmic EGFP: -0.1; Dynein cargo inh nuclear GR-EGFP: -0.15; Dynein cargo inh cell count: 0.88; T cell modulator vesicle-bound %: 45; MT stabilizer Hoechst-high %: 3.5; MT stabilizer cytotoxicity %: 7.7; Autophagy HCS cell loss 18 h: -2

Results for CN(Cc1ccc(F)cc1)C(=O)c1cccc(OC2CCN(C3CCCC3)CC2)c1 ?
Dynein cargo inh: -0.53; Yfh1-off respiration: inactive; P. falciparum M1AAP: 0%; Autophagy HCS: inactive; T cell modulator: inactive; M17LAP inhibition: -4%; WT yeast gro inh: 1; bCat nuc transl: -2.5; MT stabilizer: 3.6; WT yeast gro inh mutant strain: 11; Dynein cargo inh cytoplasmic EGFP: -0.28; Dynein cargo inh nuclear GR-EGFP: -0.082; Dynein cargo inh cell count: 0.47; bCat nuc transl cell count 5 µM: 1009; T cell modulator vesicle-bound %: 28; MT stabilizer Hoechst-high %: 1.5; MT stabilizer cytotoxicity %: 5.3; Autophagy HCS cell loss 18 h: 9

Results for c1cc2c(cc1-c1[nH]ncc1CN1CC3C[C@@H]4CC1C[C@H](C3)C4)OCO2 ?
Dynein cargo inh: -0.86; Yfh1-off respiration: inactive; P. falciparum M1AAP: 1%; Autophagy HCS: inactive; T cell modulator: inactive; M17LAP inhibition: 10%; WT yeast gro inh: 7; bCat nuc transl: -2.3; MT stabilizer: 2.9; WT yeast gro inh mutant strain: 13; Dynein cargo inh cytoplasmic EGFP: -0.2; Dynein cargo inh nuclear GR-EGFP: -0.54; Dynein cargo inh cell count: 0.028; bCat nuc transl cell count 5 µM: 1029; T cell modulator vesicle-bound %: 62; MT stabilizer Hoechst-high %: 2.0; MT stabilizer cytotoxicity %: 10; Autophagy HCS cell loss 18 h: 0

How did O=C(Cc1ccc([N+](=O)[O-])cc1)Nc1ccc(O)cc1C(=O)O do in these assays?
Dynein cargo inh: -0.39; Yfh1-off respiration: inactive; P. falciparum M1AAP: 2%; Autophagy HCS: inactive; T cell modulator: inactive; M17LAP inhibition: -8%; WT yeast gro inh: -14; bCat nuc transl: -1.9; MT stabilizer: 2.7; WT yeast gro inh mutant strain: -17; Dynein cargo inh cytoplasmic EGFP: -0.28; Dynein cargo inh nuclear GR-EGFP: -0.52; Dynein cargo inh cell count: -0.041; bCat nuc transl cell count 5 µM: 1093; T cell modulator vesicle-bound %: 36; MT stabilizer Hoechst-high %: 2.0; MT stabilizer cytotoxicity %: 3.0; Autophagy HCS cell loss 18 h: 7

What do the screens show for `O=C(CN1C(=O)NC(Cc2c[nH]c3ccccc23)C1=O)Nc1cccc(S(=O)(=O)N2CCCCCC2)c1` (stereo unspecified)?
Dynein cargo inh: -0.66; Yfh1-off respiration: inactive; P. falciparum M1AAP: 7%; Autophagy HCS: inactive; T cell modulator: inactive; M17LAP inhibition: 2%; WT yeast gro inh: -13; bCat nuc transl: -1.8; MT stabilizer: 2.0; WT yeast gro inh mutant strain: -15; Dynein cargo inh cytoplasmic EGFP: -0.18; Dynein cargo inh nuclear GR-EGFP: -0.048; Dynein cargo inh cell count: -0.73; bCat nuc transl cell count 5 µM: 1005; T cell modulator vesicle-bound %: 45; MT stabilizer Hoechst-high %: 2.0; MT stabilizer cytotoxicity %: 9.6; Autophagy HCS cell loss 18 h: 18

Results for CCSc1nc2c(c(=O)[nH]1)C(c1ccccn1)C1=C(CC(C)(C)CC1=O)N2 (stereo unspecified) ?
Dynein cargo inh: -0.91; Yfh1-off respiration: inactive; P. falciparum M1AAP: 6%; Autophagy HCS: inactive; T cell modulator: inactive; M17LAP inhibition: -127%; WT yeast gro inh: -19; bCat nuc transl: -1.8; MT stabilizer: 3.1; WT yeast gro inh mutant strain: -20; Dynein cargo inh cytoplasmic EGFP: -0.33; Dynein cargo inh nuclear GR-EGFP: -0.4; Dynein cargo inh cell count: 0.96; bCat nuc transl cell count 5 µM: 1278; T cell modulator vesicle-bound %: 54; MT stabilizer Hoechst-high %: 1.6; MT stabilizer cytotoxicity %: 6.9; Autophagy HCS cell loss 18 h: 11

Screening results: PubChem BioAssay, several laboratories
